# TRHR PAM = TRH receptor (human) allosteric enhancement; P34981; TRHR cells, fluo-8 calcium fluorescence, EC20 TRH enhancement; enhancement, % at 2 µM; hit rate 0.66% among 360,000; AID 493056; in the data active = enhancement above about 30%; also: 0% is about no effect
#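 Enhancer read-out: after compound pinning and an initial kinetic agonist-mode read, an EC20 of TRH (10 nM final) was injected and fluo-8 calcium signal (Ex 480/Em 530) followed at 1 s/cycle for 100 cycles in TRHR-expressing cells.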
# D1 antagonist = blocks dopamine activation of the human D1 receptor; hit rate 3.2% among 360,000; AID 504652; HEK293 TREx D1 cells, calcium flux, dopamine EC80; active compounds read low; P21728; activity change, negative = inhibition, % at 10 µM; in the data active = activity change below about -30%; also: % is scaled to controls: 0 for no effect and ±100 for the full control effect
#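 Kinetic fluorescence of a calcium dye serves as the read-out. D1-expressing Hek293 Trex cells, induced overnight at 30 C, are exposed to compound for 180 s before an EC80 dopamine addition, then read 180 s further.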
# RXFP1 antagonist = blocks the human relaxin receptor RXFP1. Q9HBX9. HEK293-RXFP1, relaxin-stimulated cAMP HTRF, 30 min; active compounds read low. activity change, negative = inhibition, % at 57.5 µM. hit rate 0.59% among 350,000;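 active = activity change of -60% or lower, but not beyond a set lower limit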; also: % is scaled to controls: 0 for no effect and ±100 for the full control effect
# Target sequence (Q9HBX9 whole entry, looked up): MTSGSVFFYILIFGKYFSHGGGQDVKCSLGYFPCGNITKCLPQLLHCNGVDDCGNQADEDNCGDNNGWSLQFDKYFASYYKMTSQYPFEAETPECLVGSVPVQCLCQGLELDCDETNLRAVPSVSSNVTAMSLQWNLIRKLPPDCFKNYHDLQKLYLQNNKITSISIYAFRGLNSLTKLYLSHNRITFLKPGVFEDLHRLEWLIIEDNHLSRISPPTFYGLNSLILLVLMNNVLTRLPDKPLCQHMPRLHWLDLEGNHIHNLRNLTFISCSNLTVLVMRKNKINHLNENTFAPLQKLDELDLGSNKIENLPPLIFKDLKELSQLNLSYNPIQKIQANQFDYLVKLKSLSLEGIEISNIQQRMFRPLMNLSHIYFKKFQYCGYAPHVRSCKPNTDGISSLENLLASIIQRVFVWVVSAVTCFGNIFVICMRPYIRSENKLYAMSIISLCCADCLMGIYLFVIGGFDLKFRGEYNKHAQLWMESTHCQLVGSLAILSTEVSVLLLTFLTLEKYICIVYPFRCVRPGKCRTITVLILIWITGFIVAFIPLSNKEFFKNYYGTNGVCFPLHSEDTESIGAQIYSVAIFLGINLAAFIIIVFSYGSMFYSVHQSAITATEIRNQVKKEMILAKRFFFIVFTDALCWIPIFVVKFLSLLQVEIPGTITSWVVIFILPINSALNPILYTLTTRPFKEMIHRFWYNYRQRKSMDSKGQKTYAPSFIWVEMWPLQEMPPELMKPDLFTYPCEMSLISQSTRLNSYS
# D2 antag = antagonists of human D2 dopamine receptor; AID 485344; HEK293 TREx D2 cells, calcium flux, dopamine EC80; inhibition, % at 10 µM; P14416; hit rate 2% among 340,000; in the data active = inhibition above about 30%; also: 0% is about no effect
#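 HEK293 T-REx D2 cells, tet-induced, calcium dye no-wash. Cpd pintool add, 180 s kinetic, then EC80 DA, 180 s kinetic. Ca flux read.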
# D2 ag = activates the human D2 dopamine receptor | HEK293 T-REx D2 cells, calcium flux agonist mode | activation, % at 2 µM | hit rate 0.53% among 340,000;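 active = activation over 3 SD above normal in the single-dose calcium agonist read, cut at about 30% in these data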; also: 0% is about no effect
#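 Tetracycline-induced HEK293 Trex cells with D2 receptor force-coupled to calcium signaling, plated overnight at 30 C and loaded with no-wash calcium dye. Calcium flux read kinetically for 180 s after compound addition; responses flag agonists.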
# D2 PAM = positive allosteric modulators of human D2 dopamine receptor. P14416. hit rate 0.34% among 340,000. HEK293 T-REx D2, calcium flux, EC20 dopamine potentiation. AID 485347. potentiation, % at 10 µM;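 active = potentiation over 3 SD above the plate norm, cut at about 30% in these data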; also: 0% is about no effect
#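 Primary screen. Calcium kinetics in induced HEK293 T-REx D2 cells: compound pre-addition 180 s, EC20 dopamine, 180 s more.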
# TRHR ag = agonists of human TRH receptor | TRHR cells, calcium flux fluo-8, FDSS agonist mode | activation, % at 2 µM | AID 493084 | hit rate 0.18% among 360,000; also: 0% is about no effect
#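 Agonist-mode FDSS calcium read (Ex 480/Em 530, 1 s cycles) in 1536-well TRHR cells with fluo-8 dye, after 10-cycle baseline and 23 nL compound addition; TRH at EC20 (10 nM final) added afterwards for the enhancer phase.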
# D1 agonist = human D1 receptor agonism; P21728; HEK293 T-REx D1 cells, calcium flux, agonist mode; activation, % at 2 µM; hit rate 1% among 360,000; AID 504660; also: 0% is about no effect
#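 Agonism was scored from calcium flux recorded over 180 s (1 read/s) after pintool compound addition, following a 10-cycle baseline. Cells were inducible force-coupled HEK293 TREx D1, plated overnight at 30 C and loaded with no-wash calcium dye.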
# D1 PAM = enhances dopamine response at the human D1 receptor; P21728; HEK293 TREx D1 cells, calcium flux, dopamine EC20 potentiation; potentiation, % at 10 µM; hit rate 0.036% among 360,000; AID 504651; in the data active = potentiation above about 30%; also: 0% is about no effect
# The depositor's hits bear a star; . = no result given. Rule as the data show it, unless noted: active = activation above about 30%; inactive = the rest.
SMILES,TRHR PAM,D1 antagonist,RXFP1 antagonist,D2 antag,D2 ag,D2 PAM,TRHR ag,D1 agonist,D1 PAM
O=S(=O)(NCCc1csc2nc(-c3ccccc3)nn12)c1cccs1,-5,.,-23,.,0.1,5,0.1,19,-3
CN(C)c1nc2n(c(=O)n1)CCO2,-3,-11,-2,-11,0.5,-6,0.6,2,-6
CCCn1c(SCC(=O)NCc2ccco2)nnc1C(C)C,-3,8,7,47*,-0.4,-7,5.1,3,-1
CCc1cccc(CC)c1NC(=S)Nc1ccccc1,1,10,1,-6,-0.5,6,0.0,0,-3
Cc1nc2ccccc2c2oc(C(=O)NCCCN3CCCC3=O)cc12,1,-14,.,.,.,.,-0.2,2,-2
Cc1[nH]n(-c2ccccc2)c(=O)c1C(c1ccccc1C(=O)O)c1c(C)[nH]n(-c2ccccc2)c1=O,11,10,.,-4,0.6,-3,1.0,1,-2
COc1ccccc1N1CCN(C(=O)CCC(=O)N2CCN(c3ccccc3OC)CC2)CC1,4,-11,7,-6,0.6,8,-0.2,5,0
Cc1oc(-c2ccccc2Cl)nc1CS(=O)(=O)CC(=O)NC1CCCC1,-1,-17,-13,3,0.1,-5,-0.3,2,-6
CCn1c2ccccc2c2cc(NC(=O)CNCc3ccccc3OC)ccc21,-3,10,-19,-21,0.5,-4,-0.9,12,.
COc1ccccc1C(=O)N(C)c1nnc(-c2ccccc2)s1,21,-28,-2,-8,0.1,-11,-1.1,8,-4
C/C(=N/OC(=O)c1ccc(C)cc1)c1cccs1,-7,2,6,2,1.7,17,0.5,2,-4
CCc1ccc2occ(CC(=O)Nc3sc4c(c3C(=O)NCCOC)CCCC4)c2c1,-2,6,-13,.,-0.5,-2,0.2,-2,0
CCc1ccc(NC(=O)CC2C(=O)N(c3cccc(C)c3)C(=O)N2CCC(C)C)cc1 (stereo unspecified),0,-2,-12,.,0.2,-4,0.5,2,-2
CCOC(=O)C1CCCN(C(=O)CCNS(=O)(=O)c2ccc3c(c2)CCC(=O)N3)C1 (stereo unspecified),16,-1,-2,-4,0.0,1,0.2,0,0
O=C(CSCc1ccc(Cl)cc1)Nc1cccc(C(=O)O)c1,38*,-4,3,-7,-0.4,-1,0.8,1,4
Cc1ccc2c(c1)C1CN(C)CCC1N2S(=O)(=O)c1ccccc1F (stereo unspecified),3,-15,-15,14,0.1,-17,-0.7,3,4
CCOCCCN(C)C1CCN(C(=O)c2oc3ccccc3c2NC(=O)Cc2cccc([N+](=O)[O-])c2)CC1,9,2,-38,-18,0.5,-28,-0.2,1,-5
Cc1cc(NC(=O)c2noc3c2CCc2ccccc2-3)n(-c2ccccc2)n1,-6,-18,-3,12,1.4,-5,0.4,1,-3
CCOc1ccc(N(C(=O)C2CCCO2)C2C=CS(=O)(=O)C2)cc1 (stereo unspecified),0,5,4,-7,18,-3,-0.1,3,-2
Cc1cc2cc(OCC(=O)O)ccc2n1C,5,-12,4,7,0.0,-17,1.1,1,-7

# Brought forward from above: 3 compounds, then new ones.
SMILES,TRHR PAM,D1 antagonist,RXFP1 antagonist,D2 antag,D2 ag,D2 PAM,TRHR ag,D1 agonist,D1 PAM
Cc1cc(NC(=O)c2noc3c2CCc2ccccc2-3)n(-c2ccccc2)n1,-6,-18,-3,12,1.4,-5,0.4,1,-3
CCOc1ccc(N(C(=O)C2CCCO2)C2C=CS(=O)(=O)C2)cc1 (stereo unspecified),0,5,4,-7,18,-3,-0.1,3,-2
Cc1cc2cc(OCC(=O)O)ccc2n1C,5,-12,4,7,0.0,-17,1.1,1,-7
CC1CN(c2ccc([N+](=O)[O-])nc2)CC(C)O1 (stereo unspecified),0,-35*,-2,5,0.4,4,0.1,1,-4
CCCCSc1nnc([C@H](C)NC(=O)OC(C)(C)C)o1,3,12,17,-11,-0.7,.,-0.2,7,-1
O=C(O)/C=C/C(=O)N1CCc2ccccc21,3,-18,4,-6,-0.5,0,0.0,2,-1
O=C(c1cccc(F)c1)N1CCCC(C(=O)N2CCCCC2)C1 (stereo unspecified),0,-7,-3,-16,-2.0,-4,1.3,2,-2
COc1ccc(-c2noc(CSc3nnc(-c4ccncc4)n3-c3ccc(C)cc3)n2)cc1,6,2,.,.,2.9,-3,0.1,1,0
Fc1ccc(-c2csc(-c3ccccn3)n2)cc1F,-2,-9,9,-5,-0.4,-2,0.2,5,-8
N#Cc1cc([N+](=O)[O-])ccc1Oc1cccc(/C=N/NC(=O)c2cccc(Cl)c2)c1,-3,3,-10,-25,1.0,1,0.4,-2,-3
CCOc1ccccc1C(=O)NC1CCN(Cc2nnnn2C2CCCC2)CC1,-4,3,-16,-5,-0.5,-9,-0.4,3,-3
CS(=O)(=O)N(CC(=O)N1CCN(C(c2ccccc2)c2ccccc2)CC1)C1CCCCC1,-8,-8,-3,1,-0.6,1,-0.6,4,-1
Cc1ccc2nc(SCC(=O)N3CCC(Cc4ccccc4)CC3)nc(=O)n2c1,10,-23,-5,-5,-2.4,5,-0.2,8,1
COCCN(C(=O)CSc1nnc(-c2cccc(C)c2)n1C)c1c(N)n(Cc2ccccc2)c(=O)[nH]c1=O,-2,15,-17,-5,0.8,-2,-0.2,1,0
CCc1ccccc1N1CC(C(=O)Nc2nccs2)CC1=O (stereo unspecified),5,25,2,-10,-3.1,.,-0.9,1,-5
COc1ccc(NC(=S)N(CCN(C)C)C(C)c2ccncc2)cc1Cl (stereo unspecified),-5,6,4,9,-0.1,-5,1.0,8,-2
CCCOc1ccc(-c2nonc2NC(=O)c2oc3ccc(Cl)cc3c2C)cc1OCCC,-4,6,2,.,-0.4,1,0.5,-1,0
O=C(Cn1ncc2c(=O)oc3ccccc3c21)Nc1cc(F)ccc1F,-1,-3,.,.,.,1,-1.4,7,0
COc1ccc(CCNC(=O)c2nnn(CC(=O)Nc3cccc(F)c3)c2N)cc1OC,-7,3,-14,8,0.3,0,0.0,0,-3
C=CCn1c(SCc2nc3sc(C(=O)O)c(C)c3c(=O)[nH]2)nnc1-c1ccccc1,3,9,-31,.,.,.,0.6,0,-1
CCc1ccc(C2=NN(CCC(=O)NCCc3ccc(Cl)cc3)C(=O)CC2)cc1,-3,3,-21,.,-0.4,3,-0.3,2,-2
N#Cc1ccc(CSc2nnc(NC(=O)c3ccc4ncsc4c3)s2)cc1,0,-11,-13,5,-2.9,-8,-0.4,6,3
CCOC(=O)C1(Cc2ccccc2)CCCN(Cc2ccc(OCCO)cc2)C1 (stereo unspecified),1,5,0,-26,-0.3,9,1.4,7,3
CCOC(=O)C1=C(CN2CC(C)CC(C)C2)NC(=O)NC1c1ccc2c(c1)OCO2 (stereo unspecified),10,20,-15,8,-0.3,8,0.1,31*,-2
Cc1nnc(SCC(=O)NN2C(=O)NC3(CCCCC3)C2=O)s1,13,-17,10,1,0.8,13,0.4,1,-1
COc1ccc(N2CCN(C(=O)CCC(=O)N3CC(C)Oc4ccc(C)cc43)CC2)cc1 (stereo unspecified),4,-21,7,-11,0.6,3,-1.3,1,-8
O=C(CNc1ccccc1)N/N=C/c1ccc2c(c1)OCCO2,3,-7,-2,0,-0.4,-3,-0.1,0,-1
CC(C)OCCCN1C(=O)c2ccccc2C1C(=O)NC1CCCCC1 (stereo unspecified),-14,-11,5,14,-0.5,-17,0.0,1,-3
COc1ccc(NC(=O)CSc2nc3c(sc4ccccc43)c(=O)n2CCCN2CCCC2)cc1,-1,-16,2,-11,2.3,29,2.6,0,-8
CC1CCCN(c2c([N+](=O)[O-])c(=O)oc3ccccc23)C1 (stereo unspecified),-8,-1,-11,8,0.7,-18,1.3,4,-14
CN(C)S(=O)(=O)c1ccc(NC(=O)c2ccc3ncsc3c2)cc1,3,7,-9,-2,-0.1,9,0.1,2,-3
CCc1ccccc1NC(=O)c1sc2nc3n(c(=O)c2c1C)CCC3,5,11,-24,.,-0.1,-2,0.5,1,-2
Cc1nc(N2CCC(C)CC2)c2c(C)c(C(=O)Nc3ccc4c(c3)OCCO4)sc2n1,-10,-3,-35,10,0.4,8,0.5,2,3
O=C1OCc2cc(NC(=O)C3CCCO3)ccc21 (stereo unspecified),-6,-2,54,-6,0.7,3,-0.1,4,5
CCNc1nc(NC(C)C)nc(Oc2ccc(/C=N/O)cc2)n1,3,3,8,-12,0.0,1,-0.4,2,-1
COc1cccc(CNC(=O)C2CCCN2S(=O)(=O)c2ccc3c(c2)C(C)(C)C(=O)N3C)c1 (stereo unspecified),3,-13,.,4,0.5,2,-0.5,2,-2
CC1=C(C(N)=O)C(c2cccs2)NC(=O)N1 (stereo unspecified),-3,-4,-6,-2,1.1,-4,0.1,2,-2
COc1cc(CN2CCc3ccccc3C2)cc([N+](=O)[O-])c1O,12,5,2,-9,-1.9,-2,-4.3,1,3
CC(=O)c1cccc(Nc2ncnc3c2cnn3C)c1,-1,0,15,.,-1.1,-4,-0.5,-2,0

# Single values from the list:
# CC(=O)c1cccc(Nc2ncnc3c2cnn3C)c1 in TRHR ag → -0.5
# O=C1OCc2cc(NC(=O)C3CCCO3)ccc21 (stereo unspecified) in D2 PAM → 3
# Cc1nnc(SCC(=O)NN2C(=O)NC3(CCCCC3)C2=O)s1 in D1 antagonist → -17
# COc1cccc(CNC(=O)C2CCCN2S(=O)(=O)c2ccc3c(c2)C(C)(C)C(=O)N3C)c1 (stereo unspecified) in D2 PAM → 2

# Single records (already shown). Screens in order: TRHR PAM, D1 antagonist, RXFP1 antagonist, D2 antag, D2 ag, D2 PAM, TRHR ag, D1 agonist, D1 PAM
# Listed for CCc1ccccc1NC(=O)c1sc2nc3n(c(=O)c2c1C)CCC3 → 5, 11, -24, ., -0.1, -2, 0.5, 1, -2
# Listed for CCOC(=O)C1(Cc2ccccc2)CCCN(Cc2ccc(OCCO)cc2)C1 (stereo unspecified) → 1, 5, 0, -26, -0.3, 9, 1.4, 7, 3
